Source: PubChem BioAssay
IDE act – boosts human insulin-degrading enzyme activity in HEK cells; FAbeta-B cleavage, fluorescence polarization; 0% vehicle, 100% cell-free pure enzyme wells; 340,000 compounds, 0.073% hits; P14735; activation, % at 5.96 µM;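 active means activation above the mean of all tested compounds plus 3 SD, set per screening campaign, cut at about 17% in these data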
Target sequence (P14735 whole entry, looked up): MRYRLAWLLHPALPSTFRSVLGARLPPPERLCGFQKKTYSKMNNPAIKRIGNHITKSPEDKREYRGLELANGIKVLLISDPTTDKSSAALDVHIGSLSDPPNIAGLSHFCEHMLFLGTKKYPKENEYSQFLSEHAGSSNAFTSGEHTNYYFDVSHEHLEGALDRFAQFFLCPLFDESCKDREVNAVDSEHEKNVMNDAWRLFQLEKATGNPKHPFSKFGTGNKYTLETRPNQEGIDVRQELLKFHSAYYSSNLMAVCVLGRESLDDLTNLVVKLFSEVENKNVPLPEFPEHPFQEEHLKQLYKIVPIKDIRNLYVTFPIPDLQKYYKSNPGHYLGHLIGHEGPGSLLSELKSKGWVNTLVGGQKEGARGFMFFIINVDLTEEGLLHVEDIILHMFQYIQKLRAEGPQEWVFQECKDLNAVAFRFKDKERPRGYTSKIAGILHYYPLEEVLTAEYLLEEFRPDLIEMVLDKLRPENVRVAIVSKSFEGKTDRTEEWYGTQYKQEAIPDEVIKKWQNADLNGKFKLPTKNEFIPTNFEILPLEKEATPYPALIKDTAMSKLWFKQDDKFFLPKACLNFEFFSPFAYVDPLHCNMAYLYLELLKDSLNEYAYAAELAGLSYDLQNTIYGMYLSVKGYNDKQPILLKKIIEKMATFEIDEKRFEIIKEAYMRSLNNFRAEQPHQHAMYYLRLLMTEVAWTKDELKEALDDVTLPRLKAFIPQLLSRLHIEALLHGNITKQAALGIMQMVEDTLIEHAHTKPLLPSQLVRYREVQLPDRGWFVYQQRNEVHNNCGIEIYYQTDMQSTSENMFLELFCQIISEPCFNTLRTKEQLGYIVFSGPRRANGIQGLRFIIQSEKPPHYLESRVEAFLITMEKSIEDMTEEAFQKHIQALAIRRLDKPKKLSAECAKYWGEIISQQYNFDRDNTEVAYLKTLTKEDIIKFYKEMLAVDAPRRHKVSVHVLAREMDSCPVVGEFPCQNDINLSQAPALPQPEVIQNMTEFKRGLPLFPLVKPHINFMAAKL
IDE inh – cellular human IDE inhibition; P14735; HEK cells, FAbetaB cleavage, fluorescence polarization; inhibition, % at 5.59 µM; 320,000 compounds, 0.41% hits; AID 434962;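 active means percent inhibition above the average of all tested compounds plus 3 SD, set per screening campaign, cut at about 16% in these data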;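 further: IDE supplied by intact live HEK cells; FP after avidin binding of uncleaved biotin substrate so inhibition keeps polarization high; 0% = DMSO wells and 100% = 60 µM reference IDE inhibitor Ii1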
* = called active by the depositor. This is a subset; the hit share may differ from the screen's.

SMILES	IDE act	IDE inh
COCCN(C(=O)COC(=O)CCSc1ccc(F)cc1)c1c(N)n(Cc2ccccc2)c(=O)[nH]c1=O	0.4	6.0
CC(C(=O)Nc1ncc([N+](=O)[O-])s1)N1C(=O)c2ccccc2S1(=O)=O (stereo not given)	-2.5	0.4
CCOc1ccc(N2CC(C(=O)Nc3cccc(S(=O)(=O)N4CCCC4)c3)CC2=O)cc1 (stereo not given)	1.6	2.3
CCCCCN(C(=O)CCC(=O)OCc1cc(C(C)=O)ccc1OC)c1c(N)n(CCCC)c(=O)[nH]c1=O	3.3	6.6
COc1cc(NC(=O)COC(=O)CC2CC3CCC2C3)cc(OC)c1 (stereo not given)	5.8	-2.1
O=C(NCC(c1ccco1)N1CCCC1)c1ccc(S(=O)(=O)Nc2ccccc2F)cc1 (stereo not given)	3.9	-1.3
COc1ccccc1NC(=O)C(C)Sc1nc2ccccc2c(=O)n1CC1CCCO1 (stereo not given)	0.6	4.9
Cn1cccc1C(=O)OCC(=O)NCCc1ccc(S(N)(=O)=O)cc1	0.2	-2.7
COc1ccc2c(C)cc(SCC(=O)NCC3CCCO3)nc2c1 (stereo not given)	0.1	0.4
CC(=O)c1sc(NC(=O)CN2C(=O)C3CCCCC3C2=O)nc1-c1ccccc1 (stereo not given)	-1.4	1.9
CCOc1ccc(OCCC(=O)OCC(=O)NNC(=O)c2ccccc2)cc1	6.8	-0.3
COc1ccc(-c2nnc(SCC(=O)N(C)C3CCS(=O)(=O)C3)n2C(C)C)cc1 (stereo not given)	4.5	9.1
O=C(NCCc1ccc(C(F)(F)F)cc1)c1ccc2c(c1)OCO2	-1.6	-3.2
CC(OC(=O)/C=C/c1ccc(Br)cc1)C(=O)N1CCOCC1 (stereo not given)	2.8	3.0
CCOc1ccc(NS(=O)(=O)c2ccc(C(=O)NC3CCN(Cc4ccccc4)CC3)cc2)cc1	7.2	0.7

Retrieved by structure from above, 2 records:
SMILES	IDE act	IDE inh
CC(C(=O)Nc1ncc([N+](=O)[O-])s1)N1C(=O)c2ccccc2S1(=O)=O (stereo not given)	-2.5	0.4
CC(=O)c1sc(NC(=O)CN2C(=O)C3CCCCC3C2=O)nc1-c1ccccc1 (stereo not given)	-1.4	1.9

The list continues:
SMILES	IDE act	IDE inh
CCn1nnc2cc(C(=O)N(CCOC)CC(=O)Nc3cccc(C)c3C)ccc21	1.1	5.2
COCc1c(C(=O)OCc2nnc(-c3ccc([N+](=O)[O-])cc3)o2)oc2ccccc12	5.3	-1.3
CC(C)CC1NC(=O)N(CC(=O)Nc2cc([N+](=O)[O-])ccc2F)C1=O (stereo not given)	1.4	6.9
CCN1C(=O)NC(c2ccccc2)C1=O (stereo not given)	2.3	0.6
O=C(COC(=O)CNC(=O)c1ccccc1)NCCCc1ccccc1	-1.1	-1.8
O=C(COC(=O)c1cc2ccccc2cc1O)NCc1ccccc1	2.0	-2.6
C#CCOCCOCCOCCNc1nc(N2CCOCC2)nc(N2CCN(C(=O)CCCCCCCCCCNC(=O)[C@H]([C@@H](C)CC)n3cc(CCCCN=C(N)N)nn3)CC2)n1	3.8	3.2
CCCn1c(N)c(C(=O)COC(=O)/C=C/c2ccc(OC(F)F)c(OC)c2)c(=O)[nH]c1=O	-4.5	1.2
Cc1ccc(S(=O)(=O)N2CCN(C(=O)CCC(=O)NCc3cccc(C(F)(F)F)c3)CC2)cc1	1.6	1.7
COc1ccccc1NC(=O)C(C)OC(=O)Cn1cnc2c1c(=O)n(C)c(=O)n2C (stereo not given)	1.5	-1.2
O=C(CN1CCCCC1)NCC(=O)Nc1ccc(F)c(F)c1F	1.1	-4.1
Nc1ccccc1/C=N\N=C/c1ccccc1N	-2.3	7.2
CCCCc1cc2ccccc2c(OCCN(C)C)n1	1.4	7.8
Cc1cc(C(=O)NCC(=O)Nc2ccc(F)c(F)c2)c(C)o1	0.8	1.6
O=C(O)/C(=C\c1ccc(Cl)c([N+](=O)[O-])c1)c1ccc(S(=O)(=O)N2CCCC2)s1	6.3	1.4

In another format: entries from further up
Values run as follows: IDE act | IDE inh
CCOc1ccc(OCCC(=O)OCC(=O)NNC(=O)c2ccccc2)cc1
→ 6.8 | -0.3
COc1ccc(-c2nnc(SCC(=O)N(C)C3CCS(=O)(=O)C3)n2C(C)C)cc1 (stereo not given)
→ 4.5 | 9.1
O=C(NCCc1ccc(C(F)(F)F)cc1)c1ccc2c(c1)OCO2
→ -1.6 | -3.2
CC(OC(=O)/C=C/c1ccc(Br)cc1)C(=O)N1CCOCC1 (stereo not given)
→ 2.8 | 3.0
CCOc1ccc(NS(=O)(=O)c2ccc(C(=O)NC3CCN(Cc4ccccc4)CC3)cc2)cc1
→ 7.2 | 0.7
CCn1nnc2cc(C(=O)N(CCOC)CC(=O)Nc3cccc(C)c3C)ccc21
→ 1.1 | 5.2
COCc1c(C(=O)OCc2nnc(-c3ccc([N+](=O)[O-])cc3)o2)oc2ccccc12
→ 5.3 | -1.3
CC(C)CC1NC(=O)N(CC(=O)Nc2cc([N+](=O)[O-])ccc2F)C1=O (stereo not given)
→ 1.4 | 6.9
CCN1C(=O)NC(c2ccccc2)C1=O (stereo not given)
→ 2.3 | 0.6
O=C(COC(=O)CNC(=O)c1ccccc1)NCCCc1ccccc1
→ -1.1 | -1.8
O=C(COC(=O)c1cc2ccccc2cc1O)NCc1ccccc1
→ 2.0 | -2.6
C#CCOCCOCCOCCNc1nc(N2CCOCC2)nc(N2CCN(C(=O)CCCCCCCCCCNC(=O)[C@H]([C@@H](C)CC)n3cc(CCCCN=C(N)N)nn3)CC2)n1
→ 3.8 | 3.2
CCCn1c(N)c(C(=O)COC(=O)/C=C/c2ccc(OC(F)F)c(OC)c2)c(=O)[nH]c1=O
→ -4.5 | 1.2
Cc1ccc(S(=O)(=O)N2CCN(C(=O)CCC(=O)NCc3cccc(C(F)(F)F)c3)CC2)cc1
→ 1.6 | 1.7
COc1ccccc1NC(=O)C(C)OC(=O)Cn1cnc2c1c(=O)n(C)c(=O)n2C (stereo not given)
→ 1.5 | -1.2
O=C(CN1CCCCC1)NCC(=O)Nc1ccc(F)c(F)c1F
→ 1.1 | -4.1
Nc1ccccc1/C=N\N=C/c1ccccc1N
→ -2.3 | 7.2
CCCCc1cc2ccccc2c(OCCN(C)C)n1
→ 1.4 | 7.8

New compounds follow.
SMILES	IDE act	IDE inh
CC(C)C(NC(=O)c1ccc(C(C)(C)C)cc1)C(=O)Nc1ccc(N2CCOCC2)cc1 (stereo not given)	7.4	-1.5
O=C(COc1cccnc1[N+](=O)[O-])Nc1c(Cl)cccc1Cl	4.5	4.2
O=C(CSc1nnnn1-c1cccc(F)c1)NC1CC1	5.9	4.2
COc1cccc(NC(=O)C(=O)NCCCN2CCCC2=O)c1	-2.8	4.7
COc1ccccc1C(=O)NC(CCSC)C(=O)NNC(=O)c1ccccc1O (stereo not given)	0.7	-2.3
CC(C)(C)OC(=O)C[C@@H]1C/C=C\C[C@@H](CC(=O)N(CCO)Cc2ccccc2)C(=O)NC[C@@H](c2ccccc2)OC1=O	9.0	1.5
CCOc1cc(N2CCOCC2)c(OCC)cc1NC(=O)c1nn(CC)c(=O)c2ccccc12	5.5	-5.5
O=C(CSC(=S)N1CCCC1)NCC(=O)Nc1ccccc1Br	9.9	2.7
O=C(O)c1ccccc1C(=O)O	0.3	-1.1
CCOc1ccc(Cl)cc1C1=CC(=O)C[C@H](c2ccc(OC)cc2)C1	1.4	2.4
O=C(CN1c2cccc3cccc(c23)S1(=O)=O)NCc1ccc(F)cc1	6.7	11.4
O=C(NCCOc1ccccc1F)c1ccc2c(=O)n3c(nc2c1)CCC3	2.2	-3.1
Cc1ccc(C(=O)COC(=O)c2cccc([N+](=O)[O-])c2)s1	3.5	3.6
CN(C(=O)COC(=O)CCC(=O)c1ccccc1)c1c(N)n(Cc2ccccc2)c(=O)[nH]c1=O	-5.2	7.3
O=C1C[C@@H]2c3c(cccc3CN1Cc1ccc(F)cc1)C[C@@H](O)[C@H]2O	1.3	3.2
O=C(O)[C@@H]1CCCN1S(=O)(=O)c1cccc2cccnc12	7.2	7.0
Cc1cc(NC(=O)CSCC(=O)Nc2ccc(C)c(C)c2)no1	1.9	-2.2
Cc1ccc(CN2Cc3cccc4c3[C@@H](CC2=O)[C@H](O)[C@H](O)C4)cc1	1.0	-1.1
Cc1ccc(C2=CC(c3ccccc3)n3ncnc3N2)cc1 (stereo not given)	-1.0	6.7
CSc1ccc(/C=C/C(=O)OCC(=O)N2CCc3ccccc32)cc1	-4.0	-1.2
Cc1cccc(N2CC(C(=O)NC3CCCCCC3)CC2=O)c1C (stereo not given)	3.5	1.0
CN(C)CCOC1c2ccccc2CCc2ccc3ccccc3c21 (stereo not given)	1.2	7.2
CCOc1ccc(OCCC(=O)OCC(=O)Nc2cc(C)nn2-c2ccccc2)cc1	3.5	1.2
CC(C)N(C(=O)CN1CCN(C(=O)C2COc3ccccc3O2)CC1)C(C)C (stereo not given)	1.6	3.0
COc1ccc([C@@H]2CC=C(C(=O)O)[C@H](c3ccc(F)cc3)N2S(=O)(=O)c2ccc(C)cc2)cc1OC	-3.3	3.6
CC(=O)c1cccc(NC(=O)C(C)OC(=O)c2cccc(-n3cnnn3)c2)c1 (stereo not given)	7.2	1.7
CC(=O)c1cccc(OCC(=O)Nc2ccccc2N2CCOCC2)c1	-1.7	1.9
COc1ccc(/C=C/C(=O)NNC(=O)c2ccncc2)c(OC)c1	1.0	4.4
Cc1cc(N2C(=O)C(=O)/C(=C(/O)c3ccccc3)C2c2cccc(Br)c2)no1 (stereo not given)	6.8	-1.3
O=C(O)c1ccccc1-c1ncc(-c2ccccc2)o1	1.8	-4.1

Shown with values ahead of the structure: 2 of the compounds above.
IDE act | IDE inh | Molecule
-3.3 | 3.6 | COc1ccc([C@@H]2CC=C(C(=O)O)[C@H](c3ccc(F)cc3)N2S(=O)(=O)c2ccc(C)cc2)cc1OC
7.2 | 1.7 | CC(=O)c1cccc(NC(=O)C(C)OC(=O)c2cccc(-n3cnnn3)c2)c1 (stereo not given)

Additional records
SMILES	IDE act	IDE inh
CN(CC(=O)Nc1cccc(F)c1)C(=O)CCCc1nc2ccccc2c(=O)[nH]1	7.3	7.2
CC(Oc1ccccc1)C(=O)N1CCN(c2ccc(N3CCCCCC3)nn2)CC1 (stereo not given)	5.7	-1.2
COc1ccc(NC(=O)C2CCCCC2)cc1S(=O)(=O)N1CCOCC1	7.2	6.6
COc1cc(/C=C/C(=O)O[C@H]2[C@H](O[C@@H]3O[C@@H](C)[C@H](O)[C@@H](O)[C@H]3O)[C@@H](O)[C@H](OCCc3ccc(O)c(OC)c3)O[C@@H]2CO)ccc1O	-2.6	2.7
O=C(CCS(=O)(=O)c1ccc(F)cc1)Nc1nnc(-c2cccs2)o1	7.7	-1.2
O=C(c1ccncc1)N1CCN(S(=O)(=O)c2cccc(C(F)(F)F)c2)CC1	2.3	-1.1
COc1ccccc1N(CC(=O)NC1CCCCC1C)S(=O)(=O)c1cccs1 (stereo not given)	5.8	-1.7
COc1ccc(C)cc1NC(=O)CSc1nnc2ccc(-c3ccccn3)nn12	-0.8	7.5
O=C1OC[C@@H]2CCCN2C(=O)[C@H](CC(=O)N(CCO)Cc2ccccc2)C/C=C\CC[C@H]1Cc1ccc(F)cc1	-0.6	0.0
COc1ccc(-c2csc3ncnc(N4CCN(S(=O)(=O)c5ccc(C)cc5)CC4)c23)cc1	-4.1	-2.5
CCCN(CC(=O)Nc1ccc(F)c(F)c1F)C(=O)Cc1ccc(S(=O)(=O)N2CCOCC2)s1	4.5	-0.1
CC1CCN(C(=O)CN2C(=O)C(=O)N(C)C2=O)c2ccccc2S1 (stereo not given)	3.1	3.7
CCOc1cc2c(cc1OCC)CN(CC(=O)Nc1ccccc1C(=O)NC1CC1)CC2	6.6	-5.4
COc1cc(-c2nnc3sc(-c4ccncc4)nn23)cc(OC)c1OC	-2.4	2.4
Cc1ccc(C(=O)Nc2c(C)n(C)n(-c3ccccc3)c2=O)cc1S(=O)(=O)N1CCCCC1	6.0	-3.2
O=C(COC(=O)CNC(=O)C1CCCCC1)Nc1ccccc1Cl	0.9	0.6
CC(CCc1ccccc1)NC(=O)COC(=O)C(CCC(N)=O)NC(=O)c1ccc(F)cc1 (stereo not given)	0.3	4.1
CCCn1c(SCC(=O)N(C)C2CCS(=O)(=O)C2)nc2sc3c(c2c1=O)CCC3 (stereo not given)	-8.0	5.6
COc1ccc(OCCCC(=O)NNC(=O)c2ccncc2)cc1	3.9	4.0
O=C(c1ccc(Cl)cc1)N1CCC(C(=O)N2CCN(c3ncccn3)CC2)CC1	5.7	-3.4
Cc1cc(C(=O)CN2C(=O)C(=O)N(CCC3=CCCCC3)C2=O)c(C)n1C	-0.5	-2.7
CC(Oc1ccc(-c2nnco2)cc1)C(=O)N1CCOCC1 (stereo not given)	0.5	-3.2
CC(=O)N1CCN(S(=O)(=O)c2cccc(C(=O)OCC(=O)N(CCC#N)c3ccc(F)cc3)c2)CC1	2.4	5.0
COc1ccc(CCNS(=O)(=O)CCNC(=O)c2ccc3c(c2)OCO3)cc1	3.8	1.2
